High-throughput results as filed in PubChem BioAssay.
RORgamma inh: ROR gamma (mouse) transcription inhibition; P51450; Drosophila S2 Gal4-RORgamma UAS-luciferase reporter, 20 h; Potency, µM (top dose mostly 53.6 µM), without a hit: top-dose activity change, negative = inhibition, most hits filed as inhibitors; actives 5.4% (n = 310,000); AID 2551; note: % is set by controls: 0 for no effect and ±100 for the full control effect; nearly all actives have a fitted effect of over 60% in size
Target sequence (P51450 whole entry, looked up, the tested form may be a part): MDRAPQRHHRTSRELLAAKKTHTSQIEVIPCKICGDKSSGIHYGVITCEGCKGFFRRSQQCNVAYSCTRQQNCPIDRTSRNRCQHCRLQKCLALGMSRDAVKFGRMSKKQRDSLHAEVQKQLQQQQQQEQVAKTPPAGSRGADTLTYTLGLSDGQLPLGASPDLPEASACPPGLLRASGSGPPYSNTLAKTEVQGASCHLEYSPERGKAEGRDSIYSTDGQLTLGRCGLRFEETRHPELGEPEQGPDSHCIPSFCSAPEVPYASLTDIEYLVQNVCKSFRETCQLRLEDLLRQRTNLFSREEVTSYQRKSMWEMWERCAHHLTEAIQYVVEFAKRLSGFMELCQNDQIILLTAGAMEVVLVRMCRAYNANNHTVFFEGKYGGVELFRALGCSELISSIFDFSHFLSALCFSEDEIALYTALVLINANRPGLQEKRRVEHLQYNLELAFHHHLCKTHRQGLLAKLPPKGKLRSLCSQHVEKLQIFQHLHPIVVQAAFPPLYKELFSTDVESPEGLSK
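In this cell-based reporter format, copper sulfate (700 uM final) drives Gal4–ROR gamma fusion expression from a metallothionein promoter in Drosophila Schneider cells; compounds preincubated 1 hr, reporter read after 20 hr at ambient temperature.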
Gal4-VP16 FLuc: Gal4-VP16 reporter inhibition counter-screen | Drosophila S2 Gal4-VP16 UAS-luciferase, luminescence, 20 h | Potency, µM (doses to about 53.6 µM), for the others: at the highest dose activity, negative = inhibition, most hits filed as inhibitors | actives 3.5% (n = 310,000) | AID 2546;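 note: Gal4-VP16 expression switched on by copper sulfate through the metallothionein promoter; % is set by controls: 0 for no effect and ±100 for the full control effect; nearly all actives have a fitted effect of over 50% in size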
Menin-MLL TR inh: inhibitors of human menin-MLL interaction, mutant MLL peptide. Menin + Texas Red MLL mutant peptide, fluorescence polarization. Potency, µM (titrated, usually from 61.6 µM), inactives show at the top dose FP activity change, negative = inhibition, most hits filed as inhibitors. actives 0.23% (n = 270,000); active = well fitted inhibition curve with a large enough effect in the polarisation, with a control signal flat, not every such curve was filed as active; inconclusive = small, poorly fitted or top-dose-only effect, or effect the other way, or a change in a side signal; inactive = no such curve, though single readings can be large or run the other way; the % refers to the polarisation; note: % of control where 0% means no effect; many of its hits are not listed in these tables
* marks the source's active call; other numbers are inactive results; u = inconclusive; & = joins results of further samples; [ ] = remark or other dose. Unless noted, calls come from the whole dose curve; as a rule, active = well fitted curve in the direction sought with a large enough effect; inconclusive = small, poorly fitted or top-dose-only effect, or another doubt; inactive = no such curve, though single readings can be large; an effect the other way counts as inactive or inconclusive. Potency is the fitted concentration of half-maximal effect. These rows are one share of the data; the hit share may differ from the screen's.

SMILES	RORgamma inh	Gal4-VP16 FLuc	Menin-MLL TR inh
CC1(C)S[C@H]2[C@@H](N)C(=O)N2[C@H]1C(=O)O	-12%	-3%	13%[24.8 µM]
Cc1cc(OC(=O)N(C)C)nn1C(=O)N(C)C	-1%	4%	4%
CC/C=C\C[C@@H](/C=C/C=C\C/C=C\C/C=C\CCCC(=O)O)OO	u	-2%	10%
C[C@]12CCC3C(CC[C@]4(O)CC(O)CC[C@@]34C=O)[C@]1(O)CCC2C1=CC(=O)OC1 (stereo partly drawn)	0%	-17%	17%
c1ccc(N2CC[C@@]3(CCCNC3)C2)nc1	-13%	-12%	3%
C=C1C/C(=C/C)C(=O)O[C@@H]2CCN3CC=C(COC(=O)[C@]1(C)O)[C@@H]23	-36%&4%	-7%&-6%	1%
CC(C)C(Br)C(=O)NC(N)=O (stereo not drawn)	19%[10 µM]	-1%	9%
CNC(C)C1CC[C@H](N)[C@@H](OC2C(N)C[C@H](N)[C@@H](OC3OC[C@](C)(O)C(NC)[C@H]3O)C2O)O1 (stereo partly drawn)	12%	4%	6%
O=[N+]([O-])c1ccccc1	8%[10 µM]	13%&-14%	-6%
c1cc2c(c(N3CCNCC3)c1)OCCO2	3%	-3%	0%
Cc1ncc2n1-c1ccc(Cl)cc1C(c1ccccc1F)=NC2O (stereo not drawn)	-44%	7%	7%
O=C1CCC[C@H]2[C@@H]3CCCN4CCC[C@H](CN12)[C@H]34	-9%	-1%	11%
C1CC[C@H]([C@@]23C[C@H](C[C@H]4CCCN[C@H]42)[C@@H]2CCCCN2C3)NC1	10%	-8%	-4%
CCS(=O)(=O)C(C)(C)S(=O)(=O)CC	8%	-3%	13%
O=C(Nc1cccc(F)c1)N1CC[C@@]2(CCCN(C(=O)Oc3ccccc3)C2)C1	0%	-13%	10%

Rewritten bar-delimited: part of the list above
Molecule | RORgamma inh | Gal4-VP16 FLuc | Menin-MLL TR inh
O=[N+]([O-])c1ccccc1 | 8%[10 µM] | 13%&-14% | -6%
c1cc2c(c(N3CCNCC3)c1)OCCO2 | 3% | -3% | 0%
Cc1ncc2n1-c1ccc(Cl)cc1C(c1ccccc1F)=NC2O (stereo not drawn) | -44% | 7% | 7%
O=C1CCC[C@H]2[C@@H]3CCCN4CCC[C@H](CN12)[C@H]34 | -9% | -1% | 11%
C1CC[C@H]([C@@]23C[C@H](C[C@H]4CCCN[C@H]42)[C@@H]2CCCCN2C3)NC1 | 10% | -8% | -4%

The main list resumes, repeating the 2 entries before the break.
SMILES	RORgamma inh	Gal4-VP16 FLuc	Menin-MLL TR inh
CCS(=O)(=O)C(C)(C)S(=O)(=O)CC	8%	-3%	13%
O=C(Nc1cccc(F)c1)N1CC[C@@]2(CCCN(C(=O)Oc3ccccc3)C2)C1	0%	-13%	10%
CC(=O)OC1CC(OC(C)=O)[C@]2(C)C(CC(OC(C)=O)[C@]3(C)C2CC[C@@]2(C)C(c4ccoc4)C[C@H]4O[C@]432)C1(C)C (stereo partly drawn)	u	-8%	-12%
ClCC1C(CCl)C2(Cl)C(Cl)=C(Cl)C1(Cl)C2(Cl)Cl (stereo not drawn)	-12%	-7%	11%
CCN1C[C@@]2(COC(=O)c3ccccc3N3C(=O)CC(C)C3=O)CC[C@H](OC)[C@]34C5C[C@@H]6[C@@H](OC)C[C@@](O)(C5[C@H]6OC)[C@@](O)(C13)[C@@H](OC)C24 (stereo partly drawn)	9%	3%	-10%[24.8 µM]
CC[C@H]1C2CC3[C@@H]4N(C)c5ccccc5[C@]45C[C@@H](C2[C@H]5O)N3[C@@H]1O (stereo partly drawn)	4%	3%	1%[24.8 µM]
O=C(c1cnccn1)N1CCC2(CC1)CN(Cc1ccncc1)C2	-5%	2%	2%
CN(C)[C@@H]1C(=O)C(C(N)=O)=C(O)[C@]2(O)C(=O)C3=C(O)c4c(O)ccc(Cl)c4[C@](C)(O)[C@H]3C[C@@H]12	8%[2.98 µM]	-3%[17 µM]	-7%[24.8 µM]
c1ccc([Se]c2c(-c3ccccc3)[se]c3ccccc23)cc1	33%	14%	3%
C=C(C)C1CNC(C(=O)O)C1CC(=O)O (stereo not drawn)	16%	10%	4%
CN1C2CC(=O)CC1C(O)C2 (stereo not drawn)	-5%	-5%	-8%
CCCOCCN(C(=O)CCl)c1c(CC)cccc1CC	-13%	3%	6%
CC(C)(O)c1[se]c2ccccc2c1I	-2%	-18%	41%[activator]
CCN(CC)C(=O)N[C@@H]1C=C2c3cccc4[nH]cc(c34)C[C@H]2N(C)C1	-2%[10 µM]	2%	-13%
O=C1NCN(c2ccccc2)C12CCN(CCCOc1ccc(F)cc1)CC2	-1%&29%	-2%&-5%	-10%
COc1cc2c(cc1O)C[C@H]1c3c(cc(OC)c(O)c3-2)CCN1C	-35%	-13%	1%[24.8 µM]
Cc1ccc(NC(=O)N(C)C)cc1Cl	0%	-1%	2%

By substructure, those above with four or more nitrogen atoms
SMILES	RORgamma inh	Gal4-VP16 FLuc	Menin-MLL TR inh
Cc1cc(OC(=O)N(C)C)nn1C(=O)N(C)C	-1%	4%	4%
CNC(C)C1CC[C@H](N)[C@@H](OC2C(N)C[C@H](N)[C@@H](OC3OC[C@](C)(O)C(NC)[C@H]3O)C2O)O1 (stereo partly drawn)	12%	4%	6%
O=C(c1cnccn1)N1CCC2(CC1)CN(Cc1ccncc1)C2	-5%	2%	2%
CCN(CC)C(=O)N[C@@H]1C=C2c3cccc4[nH]cc(c34)C[C@H]2N(C)C1	-2%[10 µM]	2%	-13%

Part of the list above, field by field:
CCN(CC)C(=O)N[C@@H]1C=C2c3cccc4[nH]cc(c34)C[C@H]2N(C)C1
  RORgamma inh = -2%[10 µM]; Gal4-VP16 FLuc = 2%; Menin-MLL TR inh = -13%

O=C1NCN(c2ccccc2)C12CCN(CCCOc1ccc(F)cc1)CC2
  RORgamma inh = -1%&29%; Gal4-VP16 FLuc = -2%&-5%; Menin-MLL TR inh = -10%

Going on with the list:
SMILES	RORgamma inh	Gal4-VP16 FLuc	Menin-MLL TR inh
C[C@H]1C(=O)O[C@H]2CCN3CC=C(COC(=O)[C@](C)(O)[C@@]1(C)O)C23 (stereo partly drawn)	-11%	-4%	5%[24.8 µM]
CCCCC/C=C\C/C=C\C/C=C\C/C=C\CCCC(=O)NC1CC1	u	u	u
COC[C@H]1OC(=O)c2coc3c2[C@@]1(C)C1=C(C3=O)[C@H]2CCC(=O)[C@@]2(C)C[C@H]1OC(C)=O	u	u	10µM*
CSC(=S)NCc1c[nH]c2ccccc12	1%&-17%	0%&-13%	u
CCC(C(N)=O)N1CCCC1=O (stereo not drawn)	-10%	-8%&-12%	5%&8%
CCN(CC)CCN1C(=O)CN=C(c2ccccc2F)c2cc(Cl)ccc21	-1%[10 µM]	-6%	-4%
C[C@@H]1C[C@@H](O)[C@@]2(O)[C@]13CC(=O)OC[C@]2(C)[C@@](C)(O)C(=O)C3	-7%	-1%	-5%
COC(=O)C[C@@](O)(CCC(C)(C)O)C(=O)O[C@@H]1C(OC)=C[C@]23CCCN2CCc2cc4c(cc2[C@@H]13)OCO4	0.089µM*	0.11µM*	2%
C[C@H](NC(C)(C)C)C(=O)c1cccc(Cl)c1	-6%[16.9 µM]	10%[17 µM]	0%[24.8 µM]
COc1cc(CC(=O)OCC2=C[C@H]3[C@@H]4C(C)(C)[C@]4(OC(C)=O)[C@H](OC(=O)Cc4ccccc4)[C@@H](C)[C@]3(O)[C@@H]3C=C(C)C(=O)[C@@]3(O)C2)ccc1O	-14%	1%	-12%
CN1CC[C@@]2(CCCN(C(=O)c3ccncc3)C2)C1	-4%	-3%	8%
COc1cc2c(cc1OC)-c1c(O)c(OC)cc3c1[C@H](C2)N(C)CC3	-28%	-21%	u
CN1[C@@H]2CC[C@H]1CC(OC(c1ccc(F)cc1)c1ccc(F)cc1)C2 (stereo partly drawn)	u	-3%	-14%[24.8 µM]
CC([C@H](O)c1ccccc1)N(C)C (stereo partly drawn)	-25%	9%	5%
Cc1cccc2c3c(ccc12)C1=C(C(=O)C3=O)C(C)CO1 (stereo not drawn)	-28%	2%	u
CC(C)CN1CCCC2(CCN(C(=O)Oc3ccccc3)CC2)C1	25%	-10%	5%
CCOC(=O)c1ncc2[nH]c3ccc(OCc4ccccc4)cc3c2c1COC	-92%	4.5µM*	-1%
CC[C@H](C)[C@H](NC(=O)[C@H](CCCN=C(N)N)NC(=O)[C@H](CCCN=C(N)N)NC(=O)[C@H](CC(C)C)NC(=O)[C@H](Cc1ccccc1)NC(=O)CNC(=O)CNC(=O)[C@@H](N)Cc1ccc(O)cc1)C(=O)N[C@@H](CCCN=C(N)N)C(=O)N1CCC[C@H]1C(=O)N[C@@H](CCCCN)C(=O)N[C@@H](CC(C)C)C(=O)N[C@@H](CCCCN)C(=O)O	13%	-20%	-27%
C[C@H]1CO1	-11%	-4%	-9%
C=CCN1C[C@H](C)N([C@H](c2ccc(C(=O)N(CC)CC)cc2)c2cccc(O)c2)C[C@H]1C	14%	-11%	-17%[24.8 µM]
Oc1ccc2c3c1O[C@H]1[C@@H](O)CC[C@]4(O)[C@H](C2)N(CC2CCC2)CC[C@@]314	-21%[16.9 µM]	9%[17 µM]	1%[24.8 µM]
CC(C)=CCCN1CCC(NC(=O)C(O)(c2ccccc2)C2CCCC2)CC1 (stereo not drawn)	10%	-7%	-17%
C[C@@]12CC[C@H]3[C@@H](CC[C@@H]4C[C@H]5S[C@H]5C[C@]43C)[C@H]1CC[C@H]2O	0%[2.98 µM]	-11%[17 µM]	-5%[24.8 µM]
COC(=O)[C@H]1C(=O)c2ccccc2O[C@@](C(=O)OC)(c2ccccc2)[C@@H]1c1ccccc1	22%[10 µM]	4%[10 µM]	-12%[11.7 µM]
CCCCC/C=C\C/C=C\CCCCCCCCCC(=O)NCCc1ccc(O)c(O)c1	-3%	-7%	6%
CC(=O)O[C@H]1C[C@H](O[C@H]2[C@@H](O)CC(O[C@H]3[C@@H](O)C[C@H](O[C@H]4CC[C@@]5(C)[C@H](CC[C@@H]6[C@@H]5CC[C@]5(C)[C@@H](C7=CC(=O)OC7)CC[C@]65O)C4)O[C@@H]3C)O[C@@H]2C)O[C@H](C)[C@H]1O[C@@H]1O[C@H](CO)[C@@H](O)[C@H](O)[C@H]1O (stereo partly drawn)	u	5%	10%
COc1ccc(NC(=O)N2CC[C@@]3(CCCN(C(=O)Oc4ccccc4)C3)C2)cc1	4%	-11%	-4%
CC[C@H](CO)NC(=O)[C@H]1C=C2c3cccc4[nH]cc(c34)C[C@@H]2N(C)C1	-1%[16.9 µM]	-1%[17 µM]	-19%[24.8 µM]
CC[C@@]1(O)C(=O)OCc2c1cc1n(c2=O)Cc2cc3c(O)cccc3nc2-1	0.35µM*	u	-16%
C#CC1(O)CCC2C3CCC4=CC(=O)CCC4(C)C3CCC21C (stereo not drawn)	2%	14%	u
CC/C=C\C/C=C\C/C=C\C/C=C\C/C=C\CCCC(=O)NCCO	3%	-2%	-9%
COP(=S)(OC)Oc1nc(Cl)c(Cl)cc1Cl	17%	-16%	-9%
CC(Cc1ccccc1)NCc1ccccc1Cl (stereo not drawn)	1%[10 µM]	-4%	2%
CC(C)(C)C(O)C(Cc1ccc(Cl)cc1Cl)n1cncn1 (stereo not drawn)	18%	0%	3%
NCc1cccnc1	2%	-9%	-18%
NC(=O)CF	-4%	3%	7%
COc1ccc(CNC(=O)/C=C\c2ccc3[nH]cc(CCN(C)C)c3c2)cc1	3%	0%	-1%[24.8 µM]
O=C(Oc1ccccc1)N1CCC2(CCN(Cc3ccncc3)CC2)CC1	-4%	-8%	-20%
COC1C(O)C(OC2CC[C@]3(C=O)C4C(OC(C)=O)C[C@@]5(C)C(C6=CC(=O)OC6)CC[C@]5(O)C4CC[C@]3(O)C2)OC(C)C1OC(C)=O (stereo partly drawn)	14%	5%	24%
CCC1=CC2CN3CCc4c([nH]c5ccccc45)[C@@](C(=O)OC)(C2)[C@@H]13	-30%	0%	6%
O=C(NCNC(=O)N[C@H]1C(=O)NC(=O)N1CO)N[C@H]1C(=O)NC(=O)N1CO	-26%[16.9 µM]	9%[17 µM]	-9%[24.8 µM]
CN1C[C@H](CO)C=C2c3cccc4[nH]cc(c34)C[C@@H]21	-3%[16.9 µM]	-4%[17 µM]	8%[24.8 µM]
